XBP1 UPR activ – adaptive UPR (XBP1) activation; 330,000 tested, 0.33% active; CHO-XBP1 luciferase reporter, IRE1-XBP1 UPR activation, luminescence; percent of tunicamycin response, DMSO as zero; AID 463104; activation, % at 20 µM;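 active = versus positive control, 20 µM dose yields 30% or more activation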;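 note: 100% = tunicamycin at 10 µg/mL and 0% = DMSO only wells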
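Material – CHO cell line with stable XBP1 luciferase reporter · Buffer or medium – F12 plus 10% FBS · Compound – single point, 20 µM final compound, 1% DMSO · Schedule – 16-18 h cell attachment at 37 °C, then 6 h compound exposure · Signal – Steady-Glo luminescence read · Benchmarks – high control tunicamycin 10 µg/mL final, low control DMSO vehicle only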
tim10-1 inh – tim10-1 yeast growth inhibition | inhibition, % at 20 µM | 330,000 tested, 2.2% active | AID 463190 | S. cerevisiae tim10-1 ts strain growth, BacTiter-Glo, 24 h;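 active = inhibition of at least 40%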;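 note: mutant grown at 25 °C; 0% = DMSO wells with yeast and 100% = wells holding no yeast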
TIM10 inh – TIM10 yeast growth inhibition; S. cerevisiae TIM10 strain growth, BacTiter-Glo luminescence, 24 h; inhibition, % at 10 µM; 330,000 tested, 1.4% active;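 active = inhibition of 40% or more at the single tested concentration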;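 note: wild-type TIM10 isogenic control strain grown at permissive 25 °C; 0% = DMSO yeast wells and 100% = minimal medium wells without yeast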
CHOP UPR activ – apoptotic UPR (CHOP) activation; CHO-CHOP luciferase reporter, luminescence; percent of tunicamycin response over DMSO baseline; activation, % at 10 µM; 330,000 tested, 0.34% active;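 active = at 10 µM dose, activation of 40% or more, normalized to positive control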;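 note: 100% = tunicamycin at 10 µg/mL and 0% = DMSO alone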
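Evaluation: % reporter activation, DMSO baseline versus tunicamycin full activation; System: CHO-CHOP luciferase reporter cell line; Input: 500 cells/well; Incubation: 6 h compound treatment, 37 °C; Measured by: Steady-Glo luciferase luminescence; Dosing: one dose, 10 µM in 0.5% DMSO; Buffer or medium: F12 medium, 10% FBS; Benchmarks: positive tunicamycin 10 µg/mL, negative DMSO alone.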
Jurkat NFkB inh – inhibitors of the PMA/ionomycin-induced NF-kB reporter in Jurkat cells | 330,000 tested, 0.53% active | PMA/ionomycin-induced NF-kB luciferase reporter, luminescence | inhibition, % at 4 µM; in the data active = inhibition above about 50%
tim23-1 inh – inhibits growth of tim23-1 mutant yeast | AID 463212 | 330,000 tested, 1.3% active | S. cerevisiae tim23-1 growth, BacTiter-Glo luminescence, 24 h | inhibition, % at 20 µM;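 active = growth inhibition of the mutant yeast at or above 50%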;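 note: temperature-sensitive mutant grown at 25 °C; plate controls were DMSO-treated mutant yeast for no effect and medium wells lacking yeast for full effect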
Mdm2 MdmX PPI – inhibitors of human Mdm2/MdmX interaction; SaOS-2 split-luciferase Mdm2/MdmX complementation, luminescence; 330,000 tested, 3% active; inhibition, % at 8 µM;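 active = inhibition of at least 50% at 8 µM in the primary screen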
Target sequence (O15151 whole entry, looked up): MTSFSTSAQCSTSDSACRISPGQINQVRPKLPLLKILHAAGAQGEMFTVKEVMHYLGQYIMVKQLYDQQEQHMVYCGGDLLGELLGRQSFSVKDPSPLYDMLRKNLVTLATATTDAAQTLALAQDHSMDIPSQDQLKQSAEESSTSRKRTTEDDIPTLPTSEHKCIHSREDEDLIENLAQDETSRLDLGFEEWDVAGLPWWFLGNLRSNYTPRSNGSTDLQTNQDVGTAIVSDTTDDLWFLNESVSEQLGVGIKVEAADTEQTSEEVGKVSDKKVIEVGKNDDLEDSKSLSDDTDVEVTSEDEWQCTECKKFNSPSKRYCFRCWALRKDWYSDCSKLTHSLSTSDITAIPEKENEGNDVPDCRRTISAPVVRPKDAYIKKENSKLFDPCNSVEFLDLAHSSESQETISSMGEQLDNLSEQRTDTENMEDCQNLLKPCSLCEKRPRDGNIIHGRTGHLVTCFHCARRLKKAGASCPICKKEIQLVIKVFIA
Target sequence (Q00987 whole entry, looked up): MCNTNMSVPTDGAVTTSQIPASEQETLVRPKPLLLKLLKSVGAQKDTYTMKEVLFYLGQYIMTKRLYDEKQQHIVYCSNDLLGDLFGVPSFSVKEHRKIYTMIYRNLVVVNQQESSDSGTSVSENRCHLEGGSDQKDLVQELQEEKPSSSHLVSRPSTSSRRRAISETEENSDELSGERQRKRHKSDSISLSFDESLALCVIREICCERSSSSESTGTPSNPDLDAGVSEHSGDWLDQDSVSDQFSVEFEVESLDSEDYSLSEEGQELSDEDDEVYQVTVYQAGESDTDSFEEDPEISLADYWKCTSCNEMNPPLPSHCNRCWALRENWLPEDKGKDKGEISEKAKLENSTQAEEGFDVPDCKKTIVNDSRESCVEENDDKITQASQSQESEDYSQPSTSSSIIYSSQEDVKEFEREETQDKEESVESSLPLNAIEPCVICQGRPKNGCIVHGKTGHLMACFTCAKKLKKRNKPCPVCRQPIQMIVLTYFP
697 NFkB inh – inhibitors of the PMA/ionomycin-induced NF-kB reporter in 697 B cells | inhibition, % at 4 µM | 330,000 tested, 0.33% active | 697 B-cell NF-kB luciferase reporter, 16 h; in the data active = inhibition above about 35%
* hit, by the source's call. This is a random part of the collection; about 6.6% have a hit in one of these screens.

SMILES	XBP1 UPR activ	tim10-1 inh	TIM10 inh	CHOP UPR activ	Jurkat NFkB inh	tim23-1 inh	Mdm2 MdmX PPI	697 NFkB inh
CC(C)c1nc2sc3c(c2c(=O)o1)CCCC3	1	12	4	2.9	-4	17	-4	24
Cc1noc(C)c1COc1ccc(CC(=O)NCCc2ccccc2)cc1	0	-1	3	-1.5	-2	9	8	-12
CC(=O)Nc1cc2c(cc1[N+](=O)[O-])OCCO2	-4	-1	8	-0.6	12	-5	-13	16
CC(C#CCN1CCCCC1)OCCOCc1ccccc1 (stereo not drawn)	-1	-10	-2	0.7	6	-11	7	9
CCOc1ccccc1/C=C(/C#N)C(N)=O	1	31	17	-2.0	-31	27	-15	-21
O=C(CN1C(=O)c2ccccc2C1=O)c1ccc(F)cc1	-1	14	-15	-0.2	-10	20	9	-36
CC(C)(C)c1ccc(-c2noc(CCC(=O)NCc3ccco3)n2)cc1	-3	27	18	-7.2	-48	23	-153	96*
Cc1ccc(S(=O)(=O)N2CCC(Oc3cccc(C(F)(F)F)c3)CC2)cc1	-4	30	-1	2.1	-20	20	-6	1
C=CCn1c(N)c(C(=O)NCc2cccnc2)sc1=S	3	6	-4	-2.5	1	-3	24	31
CC(C)C(=O)N1CCN(c2ccccc2NC(=S)NC(=O)c2ccco2)CC1	-2	14	6	0.6	16	13	34	-7
Cc1cc(C)c(S(=O)(=O)Nc2ncn[nH]2)c(C)c1	-8	-7	-1	-0.2	6	-4	29	16
O=C(NCc1cccs1)C1CCCN1C(=O)NC1CCCCC1 (stereo not drawn)	-3	11	8	1.6	1	6	9	20
Nc1c(C(=O)N/N=C/c2ccc(F)cc2)oc2nc(-c3ccccc3)cc(-c3ccco3)c12	5	-17	-25	13	-1	-12	44	2
O=C(CN1CCN(Cc2ccccc2Cl)C1=O)N1CCCCCC1	0	11	-5	-0.9	7	0	15	-1
CCc1ccc(CNC(=O)C2CC(=O)N(CCc3ccc(C)cc3)C2)cc1 (stereo not drawn)	-2	10	10	-2.2	2	20	16	17
CCOc1ccc(NC2C=CS(=O)(=O)C2)cc1 (stereo not drawn)	-2	24	2	13	2	13	-10	-11
O=C(c1cccnc1NCc1ccc(F)cc1)N1CCOCC1	-1	23	-2	-1.3	-4	9	-3	7
C=CCNC(=O)c1nn2cccnc2c1Cl	5	7	-10	-1.2	-10	6	-8	-15
CN(Cc1ccccc1)C(=O)CCCn1c(=O)c2cccn2c2cccnc21	-1	37	2	1.9	3	31	12	-26
COC(=O)c1sc2nc(C)cc(-c3ccccc3)c2c1N	0	24	29	0.3	-1	27	7	-2
OC(COCc1ccc(Cl)cc1)CN1CCN(c2ccccn2)CC1 (stereo not drawn)	-3	20	8	-0.7	5	5	-11	8
CCOC(=O)c1cc(C#N)c(N2CCN(C(=O)c3cccc(C(F)(F)F)c3)CC2)nc1C(F)(F)F	-1	13	14	-0.3	22	21	24	-24
COc1ccc(CNC(=S)N/N=C(\C)c2ccc(OC)cc2)cc1	2	34	44*	3.4	-1	-11	-14	-4
CC(=O)c1sc(NC(=O)c2ccc(Br)o2)nc1C	2	-3	-1	3.0	-15	12	-23	-45
COC(=O)c1c(O)cc(C(C)(C)C)n(-c2ccccc2)c1=O	-2	9	-3	0.0	-5	21	-1	11
CCOc1cccc(/C=N/NC(=S)Nc2ccccc2[N+](=O)[O-])c1O	1	46*	-3	-7.0	27	8	85*	-118
CC(C)C(NS(=O)(=O)c1cccs1)C(=O)Nc1nc(C(C)(C)C)cs1 (stereo not drawn)	-4	-8	-25	-1.8	2	20	24	-5
COc1cccc(CNC(=O)c2ccc(OCC(=O)N3CCOCC3)c(OC)c2)c1	-4	1	6	-0.7	-2	-6	17	-4
CCOc1ccc(/C=N/NC(=O)CNC(=O)c2ccc(S(=O)(=O)N3CCOCC3)cc2)cc1	-2	6	10	0.4	14	-6	-14	3
COC(=O)c1ccc(NC(=O)CSCc2ccccc2)cc1	3	19	-4	3.8	-21	35	4	17
COc1ccc(O)c(/C=N/NC(=O)CN2CCS(=O)(=O)CC2)c1	3	-17	5	1.1	4	-3	7	-1
O=C1CCCN1CCCNC(=S)Nc1ccc(Nc2ccccc2)cc1	-2	4	-18	1.4	13	5	-4	15
CCOc1ccc(NC(=O)CN(C)C(=O)CSCc2cccc(C)c2)cc1OCC	2	4	-1	-0.3	5	4	-28	-18
COc1ccc(Br)c(C(=O)Nc2ccc(F)cc2)c1	1	-18	-18	1.2	-5	-5	-4	4
CCN(CC)S(=O)(=O)c1ccc(-c2cn3cc(Cl)ccc3n2)cc1	-1	25	25	1.7	-8	18	26	-49
COc1ccc(-c2n[nH]c(=S)n2/N=C/C=C/c2ccccc2OC)cc1	1	5	18	1.0	10	15	31	-5
Cn1c(C(=O)N2CCN(C(=O)c3ccco3)CC2)cc2c(=O)n3ccccc3nc21	0	5	2	5.5	-15	22	5	-10
Cc1ccc(Oc2ccc(Cl)cc2N)cc1	3	22	-7	5.4	-33	15	-38	-39
CC(C)NC(=S)NC1(C)CCS(=O)(=O)C1 (stereo not drawn)	-1	8	-12	-0.2	10	2	-10	1
COc1cccc(NC(=O)Cn2cc3c(n2)CCCCC3)c1	-1	11	21	0.6	13	13	6	-12
N#C/C(=C\c1ccccc1)C(=O)OCC(=O)N1CCCC1	-1	6	-5	-0.9	3	10	-1	4
O=C(Cc1cccs1)Nc1ccc(C(=O)O)cc1	-2	0	4	1.9	6	16	2	16
Oc1ccc(Cl)cc1CNc1cnc2ccccc2c1	-1	-2	26	2.2	14	62*	3	-50
Cc1c(C(=O)NC2CCC(C)CC2)oc2ccccc12 (stereo not drawn)	-4	35	25	4.1	-62	41	-14	-79
CCN(CC)S(=O)(=O)c1cccc(-c2cn3cc(C)ccc3n2)c1	-4	25	37	7.1	-62	41	-19	-98
O=C(NCC1CCCCC1)c1cc([N+](=O)[O-])ccc1N1CCOCC1	-3	15	-5	-0.1	0	3	17	3
C=CCn1c(=O)[nH]c2cc(C(=O)N3CCN(c4cc(C)ccc4C)CC3)ccc2c1=O	1	7	4	-3.2	1	6	29	-2
Cc1c(C(=O)Nc2nc3ccccc3[nH]2)oc2ccc(Br)cc12	5	8	8	6.9	-38	13	5	-32
C/C(=N\NC(=O)C(N)=O)c1ccc(Br)cc1	0	-9	-4	-0.5	7	-1	-10	6
CN(C)S(=O)(=O)NC(=O)C1=C(N2CCCC2)COC1=O	1	1	6	-1.3	-17	9	-10	-15

Continued:
SMILES	XBP1 UPR activ	tim10-1 inh	TIM10 inh	CHOP UPR activ	Jurkat NFkB inh	tim23-1 inh	Mdm2 MdmX PPI	697 NFkB inh
Cc1ccc(NC(=O)CSc2nnc3n2CCCCC3)cc1	2	11	6	1.1	7	-4	-6	-11
Cc1nc(CS(=O)(=O)c2ccccn2)sc1C(=O)NNC(=O)c1ccccc1	-3	4	15	0.9	2	8	28	6
CCCc1cc(=O)oc2c(C)c(OCC(=O)Nc3ccccn3)ccc12	-4	0	-39	0.5	-115	-3	-16	-2
CCc1c(C)sc(NC(=S)NC(C)C2CCCO2)c1C(=O)OC (stereo not drawn)	-1	16	29	0.2	6	16	2	11
CCn1cc(C(=O)N(C)Cc2ccc(OC(F)F)cc2)c(=O)c2ccc(C)nc21	1	10	13	2.0	-2	14	-19	14
CCc1ccc(C(C(=O)NC2CCCC2)N(CCOC)C(=O)CCC(=O)Nc2cc(C)on2)cc1 (stereo not drawn)	-2	-1	-10	2.0	-3	14	22	1
Cn1c(CNC(=O)C(Cc2ccccc2)NC(=O)c2ccccc2)cc(=O)n(C)c1=O (stereo not drawn)	-4	3	12	2.1	-13	-5	-1	-23
CCOC(=O)C1CCN(c2cc(C)nc3cc(-c4cccc(F)c4)nn23)CC1	1	22	14	1.2	-9	0	7	-10
Cc1ccc(NC(=O)C2CCC2)cc1S(=O)(=O)N1CCCCCC1	1	24	21	3.1	-16	33	6	-30
C=CCn1c(SCC(=O)c2[nH]c(C)c(C(C)=O)c2C)nnc1-c1ccncc1	-2	-12	-11	1.3	-7	-4	38	-5
COc1cccc(C2CC(c3cccs3)=NN2C(=O)CCC(=O)O)c1OC (stereo not drawn)	-1	9	4	2.1	-9	4	1	4
CC[C@H](C)[C@H](NC(=O)[C@H](Cc1ccc(O)cc1)NC(=O)[C@@H](N)C(C)C)C(=O)N[C@@H](Cc1cnc[nH]1)C(=O)N1CCC[C@H]1C(=O)N[C@@H](Cc1ccccc1)C(=O)O	-2	14	11	-2.0	10	6	-30	3
Cc1ccc(NC(=O)CN(C(=O)N2CCN(C)CC2)S(=O)(=O)c2ccc(C)cc2)cc1	-2	-12	9	1.3	0	5	-9	-16
COC(=O)CC1C(=O)NCCN1Cc1cn(-c2ccc(C)cc2)nc1-c1cccc(C)c1 (stereo not drawn)	-3	1	23	-1.4	0	23	2	-15
CC1(C(=O)NC(=S)N(CCC#N)Cc2cccnc2)CC1(Cl)Cl (stereo not drawn)	0	1	-2	-1.0	-10	8	26	-3
O=C1OC(C(=O)Nc2nccs2)Cc2ccccc21 (stereo not drawn)	5	9	8	2.6	-2	-1	-17	11
CCCS(=O)(=O)c1c(S(=O)(=O)CCC)c2ccc(C(N)=O)cn2c1C(=O)c1ccccc1	-5	-8	12	1.9	-13	-1	9	-11
COc1ccc(-c2cc(=O)oc3cc(OC(C)C(=O)NCC4CCC(C(=O)O)CC4)ccc23)cc1 (stereo not drawn)	-1	-9	-1	-0.2	13	1	-49	14
CC1(C)C2CCC1(CS(=O)(=O)Nc1cccc(S(N)(=O)=O)c1)C(=O)C2 (stereo not drawn)	-1	-8	9	-1.4	10	-1	-6	0
COc1cccc(-c2nc(CS(=O)CC(=O)NC3CCCC3)c(C)o2)c1 (stereo not drawn)	-1	7	-4	-1.6	-4	14	16	7

Six entries picked at random from the list so far, as already listed:
SMILES	XBP1 UPR activ	tim10-1 inh	TIM10 inh	CHOP UPR activ	Jurkat NFkB inh	tim23-1 inh	Mdm2 MdmX PPI	697 NFkB inh
COC(=O)CC1C(=O)NCCN1Cc1cn(-c2ccc(C)cc2)nc1-c1cccc(C)c1 (stereo not drawn)	-3	1	23	-1.4	0	23	2	-15
O=C1OC(C(=O)Nc2nccs2)Cc2ccccc21 (stereo not drawn)	5	9	8	2.6	-2	-1	-17	11
CC[C@H](C)[C@H](NC(=O)[C@H](Cc1ccc(O)cc1)NC(=O)[C@@H](N)C(C)C)C(=O)N[C@@H](Cc1cnc[nH]1)C(=O)N1CCC[C@H]1C(=O)N[C@@H](Cc1ccccc1)C(=O)O	-2	14	11	-2.0	10	6	-30	3
CC1(C(=O)NC(=S)N(CCC#N)Cc2cccnc2)CC1(Cl)Cl (stereo not drawn)	0	1	-2	-1.0	-10	8	26	-3
COc1cccc(-c2nc(CS(=O)CC(=O)NC3CCCC3)c(C)o2)c1 (stereo not drawn)	-1	7	-4	-1.6	-4	14	16	7
CCCS(=O)(=O)c1c(S(=O)(=O)CCC)c2ccc(C(N)=O)cn2c1C(=O)c1ccccc1	-5	-8	12	1.9	-13	-1	9	-11

New compounds follow.
SMILES	XBP1 UPR activ	tim10-1 inh	TIM10 inh	CHOP UPR activ	Jurkat NFkB inh	tim23-1 inh	Mdm2 MdmX PPI	697 NFkB inh
COc1ccc(-c2nn(-c3ccccc3)cc2/C=C\C(=O)N2CCOCC2)cc1[N+](=O)[O-]	3	15	13	-2.3	-13	2	-13	20
O=C(CCN1CCCCC1)Nc1ccccc1	2	-4	-7	0.0	2	-1	15	-8
O=C(Nc1cccnc1)c1cc(-c2ccc3c(c2)OCO3)on1	-4	4	-11	-0.7	-75	-26	-147	16
Cc1cc(NC(c2cccnc2)c2ccc3cccnc3c2O)no1 (stereo not drawn)	-7	31	-40	-1.9	16	11	74*	-10
CC(C)Oc1ccc(NC(=O)CCC(=O)O)cc1	-1	7	1	-3.3	-7	5	3	14
Cc1ccc(N2CC(C(=O)Nc3nccs3)CC2=O)cc1 (stereo not drawn)	-1	14	-4	-0.1	9	14	3	6

Source: PubChem BioAssay (Sanford-Burnham Center for Chemical Genomics)
